# Screening results deposited in PubChem by IUPUI and University of Michigan.
# ST2 inh: IL1RL1 inhibition | AlphaLISA ST2-Fc/biotin-IL-33 interaction, 1 h | inhibition, % for hits at 17 µM | 78,000 tested, 2.3% active | AID 1259354; in the data active means inhibition above about 30%; inconclusive means mostly about 10% to 28%
# Target sequence (Q01638 whole entry, looked up): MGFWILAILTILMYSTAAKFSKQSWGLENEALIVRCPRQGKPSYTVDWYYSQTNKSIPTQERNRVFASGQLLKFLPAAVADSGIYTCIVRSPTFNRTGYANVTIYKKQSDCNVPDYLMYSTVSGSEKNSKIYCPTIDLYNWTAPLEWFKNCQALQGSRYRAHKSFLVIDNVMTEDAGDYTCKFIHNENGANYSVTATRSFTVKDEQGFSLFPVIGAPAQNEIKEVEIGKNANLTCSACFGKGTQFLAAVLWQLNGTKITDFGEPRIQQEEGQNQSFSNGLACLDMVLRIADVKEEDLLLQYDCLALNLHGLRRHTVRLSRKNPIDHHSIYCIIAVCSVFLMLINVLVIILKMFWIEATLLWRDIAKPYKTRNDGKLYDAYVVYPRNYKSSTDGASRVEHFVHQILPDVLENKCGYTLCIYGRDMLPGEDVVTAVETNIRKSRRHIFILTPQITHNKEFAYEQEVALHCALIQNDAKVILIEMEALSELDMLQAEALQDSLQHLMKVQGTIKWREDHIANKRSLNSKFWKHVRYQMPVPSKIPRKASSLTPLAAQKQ
# * = called active by the depositor; i = inactive; ? = inconclusive; ! = repeats disagree.
SMILES,ST2 inh
O=C(Nc1cccnc1)c1ccc2nc(-c3ccccn3)c(-c3ccccn3)nc2c1,i
CC(=O)N1c2c(cc(Br)cc2S(=O)(=O)NC2CCCCC2)CC1C (stereo unspecified),?
CCOC(=O)c1c(C)oc2ccc(OC(C)C(=O)OCC)cc12 (stereo unspecified),i
COc1ccc(OC)c(C2C(C(=O)Nc3ccccc3OC)=C(C)Nc3nc4ccccc4n32)c1 (stereo unspecified),i
O=C(NCCc1cnc2ccccn12)c1cc2n(n1)CCNC2,i
O=C(CSc1nnc2sc3ccccc3n12)c1ccccc1,i
COc1ccc(/C=C2\SC(=O)N(CC(=O)Nc3cccnc3)C2=O)cc1OC,?
CC(C)(O)C(O)C(=O)OCc1ccc(O[C@@H]2O[C@H](CO)[C@@H](O)[C@H](O)[C@H]2O)cc1 (stereo partly specified),i
CC(C)(C)n1cnc2cc(NCc3cccc(Br)c3)ccc21,?
CCCN(CCC)C(=O)CCS(=O)(=O)c1cccc2nsnc12,i
COc1ccc(F)c(CN2CCCC(O)(CN(C)Cc3cnccn3)C2=O)c1 (stereo unspecified),i
Cc1ccc(OCCC(=O)Nc2ccc(Cl)cc2F)cc1,i
Cc1ccc(S(=O)(=O)Cc2noc([C@@H]3C[C@@H](O)CN3Cc3ccc(C(F)(F)F)cc3)n2)cc1,i
Nc1c(C(=O)Nc2ccc(Cl)c(Cl)c2)sc2nc3c(cc12)CCC3,?
Cn1nccc1C(=O)NC1CCCc2nc(-c3ccccc3)ncc21 (stereo unspecified),?
Cc1cc(C)nc(SCCN2CCCC2)n1,i
O=C(NCC1OCCc2ccccc21)C(=O)N1CCCCC1 (stereo unspecified),i
O=C(NCCN1CCOCC1)c1cc(-c2cccs2)nc2ccccc12,?
O=C(CCN1CCCCC1)c1ccc(O)cc1,i
C/C(=C\c1ccccc1)CN(C)CCN(C)C,i
CC1(C)Cc2nc3sc4c(SCC(N)=O)ncnc4c3cc2CO1,?
O=C(Nc1ccccc1)O[C@@H]1CO[C@H]2[C@@H]1OC[C@@H]2NC(=O)C1CC1,?
O=C(NCCc1cccnc1)c1coc(COc2ccc(F)cc2Cl)n1,?
CCN(Cc1ccccc1)S(=O)(=O)c1ccc(C(=O)Nc2nnc(CSC)o2)cc1,i

# 17 structures already listed, arranged by SMILES length, rising.
SMILES,ST2 inh
Cc1cc(C)nc(SCCN2CCCC2)n1,i
O=C(CCN1CCCCC1)c1ccc(O)cc1,i
C/C(=C\c1ccccc1)CN(C)CCN(C)C,i
O=C(CSc1nnc2sc3ccccc3n12)c1ccccc1,i
O=C(NCC1OCCc2ccccc21)C(=O)N1CCCCC1 (stereo unspecified),i
O=C(NCCc1cnc2ccccn12)c1cc2n(n1)CCNC2,i
CC(C)(C)n1cnc2cc(NCc3cccc(Br)c3)ccc21,?
CCCN(CCC)C(=O)CCS(=O)(=O)c1cccc2nsnc12,i
CC1(C)Cc2nc3sc4c(SCC(N)=O)ncnc4c3cc2CO1,?
O=C(NCCc1cccnc1)c1coc(COc2ccc(F)cc2Cl)n1,?
CC(=O)N1c2c(cc(Br)cc2S(=O)(=O)NC2CCCCC2)CC1C (stereo unspecified),?
Nc1c(C(=O)Nc2ccc(Cl)c(Cl)c2)sc2nc3c(cc12)CCC3,?
COc1ccc(/C=C2\SC(=O)N(CC(=O)Nc3cccnc3)C2=O)cc1OC,?
O=C(Nc1cccnc1)c1ccc2nc(-c3ccccn3)c(-c3ccccn3)nc2c1,i
CCN(Cc1ccccc1)S(=O)(=O)c1ccc(C(=O)Nc2nnc(CSC)o2)cc1,i
COc1ccc(OC)c(C2C(C(=O)Nc3ccccc3OC)=C(C)Nc3nc4ccccc4n32)c1 (stereo unspecified),i
CC(C)(O)C(O)C(=O)OCc1ccc(O[C@@H]2O[C@H](CO)[C@@H](O)[C@H](O)[C@H]2O)cc1 (stereo partly specified),i

# Further entries follow:
SMILES,ST2 inh
C=CCN(CC=C)C(=O)C(c1ccccc1)c1ccccc1,i
COCCCNC(=O)C1c2cc(OC)c(OC)cc2C(=O)N(C)C1c1ccc(OC)c(OC)c1 (stereo unspecified),i
Cc1ccccc1SC1CCN(C(=O)c2cn(CC3CCCO3)nn2)CC1 (stereo unspecified),i
CCC(Oc1ccccc1)c1nc(CC2CCN(C)CC2)no1 (stereo unspecified),i
NC(=O)c1ncn([C@@H]2O[C@H](CO)[C@@H](O)[C@H]2O)n1,i
CCOc1ccc(-c2n[nH]c(C)c2-c2ccc(F)cc2)c(O)c1,?
Cc1cc(Cl)ccc1N=Cc1nc(-c2ccccc2F)oc1O,?
CCOc1ccc(S(=O)(=O)Nc2ccc3oc4c(c3c2)C(=O)CC(C)(C)C4)cc1,i
Cc1cc(N2CCN(C)CC2)nc2ccc(NC(=O)C3CCCCC3)cc12,i
Cc1ccc2oc(=O)n(CCC(=O)N3CCC4(CN(C)C(=O)O4)C3)c2c1 (stereo unspecified),?
COc1ccccc1N1CCN(C(=O)COc2cc(C)ccc2C)CC1,i
CCn1c(CC2CCNCC2)nn(Cc2cccc3ccccc23)c1=O,i
COC1C=C(COC(=O)c2ccccc2)C(O)C(OC(=O)c2ccccc2)C1O (stereo unspecified),i
O=C1C=C(c2cccs2)C[C@H](c2ccccc2)[C@H]1n1cnc([N+](=O)[O-])n1,?
O=C(CSc1nc2ccccc2s1)Nc1cc(Cl)ccc1Cl,i
CCCCn1c(NCCO)nc2ccccc21,i
COC(=O)c1cc2n(n1)CCCN(C(=O)CCN1CCCCO1)C2,i
CC(=O)c1ccc(OC(=O)Nc2ccc(Cl)c(Cl)c2)cc1,i
CC(Oc1ccccc1)C(=O)Nc1cccc(Cl)c1 (stereo unspecified),i
COc1ccc(C(=O)N2CCC(C(=O)NCc3ccccc3Cl)CC2)cc1,i
O=C1Oc2ccccc2C(=O)/C1=C/c1ccccc1O,i
O=C(Cn1nc2ccccc2n1)N1CCCC(Nc2ccc3c(c2)OCO3)C1 (stereo unspecified),?
O=C(NCc1cccnc1)c1cc2n(n1)C(C(F)(F)F)CC(c1ccc(Cl)c(Cl)c1)N2 (stereo unspecified),i
Cc1ccc(-c2nnc(-c3nc(NC4CCCCC4)c4ccccc4n3)o2)cc1,?
O=C(CCC1CCN(Cc2cccc(Oc3ccccc3)c2)CC1)N1CCOCC1,?
c1ccc(N2CCN(c3nc4cc5c(cc4s3)OCO5)CC2)cc1,?
CC1(C)CC[C@]2(C(=O)O)CC[C@]3(C)C(=CCC4[C@@]5(C)CC[C@H](O[C@@H]6O[C@H](C(=O)O)[C@@H](O)[C@H](O)[C@H]6O)C(C)(CO)C5CC[C@]43C)C2C1 (stereo partly specified),i
CC(C)OCCCNS(=O)(=O)c1ccc2c(c1)CCN2C(=O)C1CC1,i
COc1ccc(NC(=O)C2Cc3ccccc3C(=O)O2)cc1 (stereo unspecified),i
COc1cccc(CC(C2CCN(C(=O)[C@H]3C[C@@H]4C=C[C@H]3C4)CC2)N(C)C(=O)CCSC)c1 (stereo partly specified),?
Cc1ccccc1-n1ncc(C(C)NC(=O)Cc2ccc(F)cc2Cl)c1C (stereo unspecified),?
COc1ccc(C2CC(c3cccs3)=NN2C(=O)CS(=O)(=O)c2c[nH]c3ccccc23)cc1 (stereo unspecified),?
COC(=O)c1sccc1NC(=O)CSCCc1ccncc1,i
CCCn1cnc2cc(NCc3cccc(OC)c3O)ccc21,i
Oc1c(Cl)cc(Cl)cc1C=Nc1ccc2c(c1)OCCO2,?
CCC(Oc1ccc2c(c1)CCCC2)C(=O)N1CCc2[nH]ncc2C1 (stereo unspecified),i
COc1ccc(Cl)cc1S(=O)(=O)N1CCC2(CCCNC2)C1 (stereo unspecified),i
CCC(Oc1ccc2c(c1)C(=O)CC(C)(C)O2)C(=O)N1CCC(C)CC1 (stereo unspecified),i
CCN(Cc1ccccc1)C(=O)c1cccn2c(=O)c3cc4ccccc4cc3nc12,i
COc1cc(C=C2C(=O)OC(C)(c3ccccc3)OC2=O)ccc1OCc1cccc(C(=O)O)c1 (stereo unspecified),i
O=C(O)c1ccc(N2N=C(/C=C/c3ccccc3)CC2c2ccccc2)cc1 (stereo unspecified),i
COc1ccc(N2C(=O)C3CC=CCC3C2=O)cc1Cl (stereo unspecified),?
CC1=C(C(=O)Nc2ccccc2)SC2=NCCN21,i
CC1=C(C(=O)Nc2cccnc2)C(c2cccnc2)n2nc(SCc3ccccc3F)nc2N1 (stereo unspecified),i
NC(=O)CNC(=O)C1=C[C@@H](NS(=O)(=O)c2cccc(C(F)(F)F)c2)[C@@H](O)[C@H](O)C1,?
CCOc1ccccc1N(C)S(=O)(=O)c1cccc2cccnc12,?
O=S(=O)(N[C@H]1CO[C@H]2[C@@H]1OC[C@@H]2Nc1nccc(-c2cccs2)n1)c1ccc2ccccc2c1,i
COc1cc(C(=O)Nc2ccc(O)c(C)c2)cc(OC)c1OC,i
COc1cc2c(C(=O)NC3CCCCCC3)cn(CC(C)C)c(=O)c2cc1OC,i
O=C(Nc1nccs1)c1ccc2snnc2c1,i
N#Cc1c(-n2ncnc2-c2ccc3c(c2)OCO3)sc2c1CCCCC2,35%*!
COC(=O)c1ccc2c(c1)NC(=O)c1ccccc1S2,i
Cc1cc(NC(=O)CSCC(=O)N=c2sc3ccccc3n2C)no1,i
Cc1cc(NC(=O)c2cc3ccccc3oc2=O)nc2c1c(=O)oc1ccccc12,i
COc1ccc2c(c1OC)C(=O)OC2Nc1ccccc1[N+](=O)[O-] (stereo unspecified),i
CN(CCNC1CCN(c2ccc(F)cc2)C1)S(C)(=O)=O (stereo unspecified),?
NCC1Cc2cc(-c3ccccc3OCCn3ccnc3)cc(Cl)c2O1 (stereo unspecified),?
CC(=O)Nc1cccc(-c2nccc(CCC(F)(F)F)n2)c1,i
CC(C)NC(=O)N[C@H]1C[C@H]2C(=O)NC[C@@H](CCC(=O)NC3CC3)N2C1,?
O=C(NC1CCCCCC1)c1ccc(Cn2c(=O)[nH]c3ccsc3c2=O)cc1,i

# More entries
SMILES,ST2 inh
Cc1ccc(C(=O)NCc2ccco2)cc1,i
C=CCNC(=O)N1CC[C@H]2CC(=O)N(C3CC3)CC[C@H]2C1,i
CCCc1nc(C)cc(N2CC(n3nc(C)cc3C)C2)n1,?
O=C(Nc1cnn(Cc2ccc(Cl)cc2Cl)c1)c1cc(-c2ccco2)on1,i
CC(C)(O)C#Cc1ccc(C(=O)N[C@@H]2c3ccccc3C[C@@H]2O)o1,i
N#Cc1cccc(NC(=O)O[C@@H]2CO[C@H]3[C@@H]2OC[C@@H]3Nc2nccc(-c3ccccc3)n2)c1,?
O=C(CCSc1nc2ccccc2s1)NC1CCCCC1,i
O=C(C1CCN(S(=O)(=O)c2cccnc2)CC1)N1CCN(c2ccccc2Cl)CC1,i
O=C1CCC[C@H]2[C@@H]3C[C@@H](CN(c4ncccc4C(F)(F)F)C3)CN12,i
Cc1ccc(CN(C)Cc2cn(Cc3ccccc3)nc2-c2ccc3c(c2)OCO3)o1,?
COc1cc(C(=O)OCCCN2CCCN(CCCOC(=O)c3cc(OC)c(OC)c(OC)c3)CC2)cc(OC)c1OC,i
O=C(O)c1ccc(CSCc2ccco2)cc1,?
CC(C)c1cc(CNC(=O)CSCc2ccccc2Cl)no1,i
Cc1ccc(N2C(=O)C(N3C(=O)c4cccc([N+](=O)[O-])c4C3=O)C2c2ccc(F)cc2)cc1F (stereo unspecified),?
CC(=O)Oc1ccc2c(=O)c(-c3ccc4c(c3)OCCO4)c(C)oc2c1C,i
COc1ccc(OC)c2c1CC(C)(C)N=C2SC,i
CCN1CCc2c(sc(NC(=O)c3ccc(Br)s3)c2C(=O)OC)C1,?
Cc1cc(S(=O)(=O)n2c(C)nc3ccccc32)ccc1Cl,?
O=[N+]([O-])c1ccc(OCc2ccccc2)cc1,?
COC(=O)[C@@H]1Cc2nc[nH]c2CN1Cc1ccc(NC(C)=O)cc1,i
Cc1ccc(-n2ncc3c(N4CCCCC4)ncnc32)c(C)c1,i
CC1CC(=O)N(Cc2ccc(F)cc2)c2ccccc2S1 (stereo unspecified),i
NC(=O)c1ccc(N2CCN(Cc3cccc(-n4cccn4)c3)CC2)nc1,i
CCCOc1ccc(C2Nc3ccccc3NC3=C2C(=O)CC(c2cccs2)C3)cc1 (stereo unspecified),?

# The closing two entries of the part above lead into the next.
SMILES,ST2 inh
NC(=O)c1ccc(N2CCN(Cc3cccc(-n4cccn4)c3)CC2)nc1,i
CCCOc1ccc(C2Nc3ccccc3NC3=C2C(=O)CC(c2cccs2)C3)cc1 (stereo unspecified),?
O=C(O)c1cc(-c2ccc3c(c2)OCCO3)cc(S(=O)(=O)N2CCCC2)c1,i
CCCN(Cc1ccsc1)C(=O)c1cc(C)c(C)c(S(N)(=O)=O)c1,i
CCc1cc2c(=O)c(-c3ccc(OC(C)C)cc3)coc2cc1OC(C)=O,i
COc1cc(-n2ccnc2-c2cc(C)c(C)o2)ccc1NC(C)=O,i
CCn1c(C2CCN(C(=O)c3ccccc3-n3cncn3)CC2)nn(C)c1=O,i
COCCNc1c([N+](=O)[O-])c(=O)n(-c2ccccc2)c2ccccc12,i
CN(Cc1noc(C2CCCC2)n1)Cc1cn[nH]c1-c1ccc(F)cc1,?
CCOCCCNC(=O)c1cc(-c2cccs2)nc2ccccc12,i
CCc1ccc(CN(C)C(=O)c2nc3nc(C)cc(C)n3n2)nc1,i
CCCn1c(=O)c2c(nc3n2CCN3c2ccc(Br)cc2)n(C)c1=O,i
N#Cc1ccccc1S(=O)(=O)N[C@H]1CO[C@H]2[C@@H]1OC[C@@H]2n1nnnc1-c1ccc2c(c1)OCO2,i
CCCCNS(=O)(=O)c1cccc2nonc12,?
Cc1ccc(-n2c(CN3CCN(S(=O)(=O)c4ccc5c(c4)CCC5)CC3)nc3cccnc32)cc1,i
COc1ccc(CN2CCN(c3cccc(Cl)c3)CC2)c(OC)c1C,?
CC1=CC(=O)/C(=C\c2c(O)cc(C)oc2=O)C(=O)O1,i
CNc1nc(CN2CCOC(c3ccc(Cl)c(Cl)c3)C2)cs1 (stereo unspecified),?
Oc1ccc(N=Cc2cccc(I)c2O)cc1-c1nc2ccccc2o1,41%*
Cc1nc(C2CCNCC2)cc(N(C)Cc2ccsc2)n1,i
COc1ccc2oc(=Nc3cccc(C)c3)c(C(N)=O)cc2c1,i
CCCCCCCCCCCc1cc(O)cc(O)c1,i
Cc1nn(-c2cccc(Br)c2)c(C)c1[C@@H]1C=C[C@@H](NC(=O)c2cccs2)C1,i
CCOc1ccc(-n2cnnc2)cc1-n1cccc1,i
CCOC(=O)N1CCN(Cc2cc(Br)c(OC)cc2OC)CC1,i
CCN(CC)c1cc(C)c2cc(NC(=O)c3ccco3)ccc2n1,i

# Not all compounds are listed; count on the stated rates, not on these rows.
